KB-V1 cytotox: kills drug-selected multidrug resistant KB-V1 cells; KB-V1 MDR cells viability, CellTiter-Glo, 72 h; Potency, µM (top dose mostly 46.1 µM), without a hit: top-dose activity change, negative = cytotoxicity, actives largely listed as cytotoxic; actives 3.4% (n = 400,000); AID 1347076; note: % is set by controls: 0 for no effect and ±100 for the full control effect; nearly all actives have a fitted effect of over 60% in size
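Cells of the MDR subline KB-V1 are plated, dosed with compound at multiple concentrations, and incubated 72 h at 37 degrees C; CellTiter-Glo is then added and luminescence read after 10 min.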
GLP1R cytotox: cytotoxicity in counter-screen for GLP-1R inverse agonists. HEK293 cAMP-luciferase reporter cells, luminescence, 24 h. actives 0.13% (n = 410,000). AID 624418. Potency, µM (titrated, usually from 38.3 µM), for inactives: at the highest dose activity change, negative = inhibition, most hits filed as inhibitors;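 note: loss of luciferase light is scored as toxicity; % is set by controls: 0 for no effect and ±100 for the full control effect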
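1536-well qHTS counterscreen of the MLSMR; 200 cells/uL, 12 h pre-incubation, 23 nL cpd, 24 h at 37 deg C 5% CO2, luciferase detection reagent, 12 min RT, luminescence. Inhibition = undesired.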
GLP-1R agonist: activates the human GLP-1 receptor; HEK293 GLP-1R CRE-luciferase, luminescence, 4-6 h; cells express a hypersensitive GLP-1R form; Potency, µM (doses to about 45.6 µM), without a hit: at the top dose activation, most hits filed as activators; actives 0.007% (n = 380,000); note: % of control where 0% means no effect
Target sequence (P43220 whole entry, looked up): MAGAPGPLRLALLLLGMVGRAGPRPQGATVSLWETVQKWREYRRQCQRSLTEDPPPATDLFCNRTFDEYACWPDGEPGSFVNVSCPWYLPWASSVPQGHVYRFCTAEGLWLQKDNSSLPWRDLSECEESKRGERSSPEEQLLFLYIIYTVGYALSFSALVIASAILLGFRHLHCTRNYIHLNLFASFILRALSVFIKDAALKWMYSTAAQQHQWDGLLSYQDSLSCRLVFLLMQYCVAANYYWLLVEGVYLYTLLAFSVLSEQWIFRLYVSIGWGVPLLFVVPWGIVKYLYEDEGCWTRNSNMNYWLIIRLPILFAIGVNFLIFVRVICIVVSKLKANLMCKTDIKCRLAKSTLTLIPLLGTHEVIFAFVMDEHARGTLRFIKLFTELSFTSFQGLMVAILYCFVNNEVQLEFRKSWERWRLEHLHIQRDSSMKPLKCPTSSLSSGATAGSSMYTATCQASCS
GLP-1R inv ag: inverse agonists of human GLP-1 receptor | P43220 | HEK293 GLP-1R CRE-luciferase, luminescence, 24 h; GLP-1R form is constitutively active | Potency, µM (top dose mostly 38.3 µM), inactives show at the highest dose activity change, negative = inhibition, hits mostly inhibitors | actives 1.6% (n = 410,000) | AID 624417; note: % is set by controls: 0 for no effect and ±100 for the full control effect; nearly all actives have a fitted effect of over 55% in size
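Luminescence readout: a drop in cAMP-driven luciferase signal flags inverse agonism at a constitutively active GLP-1R stably expressed in HEK293. Compound exposure lasted 24 hr at 37 deg C, 5% CO2.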
SW480 rerep: inducers of DNA re-replication in SW480 colon cancer cells | SW480 DNA re-replication, Hoechst DNA content imaging, 48 h | AID 624297 | Potency, µM (series often up to 46.1 µM), inactives show at the top dose re-replication activation, hits mostly activators | actives 1.8% (n = 340,000); note: % of control where 0% means no effect; nearly all actives have a fitted effect of over 55% in size
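SW480 cells exposed to compounds for 48 hr at 37 C, 5% CO2, then Hoechst-stained 40 min. Nuclear DNA content imaged by fluorescence scanning (405 nm excitation, 500-530 nm emission); re-replication scored as increased high-intensity nuclei.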
HT1080NT lethal: kills 2HG-producing HT-1080-NT fibrosarcoma cells. actives 1.6% (n = 360,000). AID 686970. HT-1080-NT fibrosarcoma viability, CellTiter-Glo ATP luminescence, 48 h. Potency, µM (highest dose often 46.1 µM), for inactives: at the highest dose activity, negative = less viability, actives largely listed as cytotoxic;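 note: NT is the 2HG producing partner of a matched IDH1 knockdown line; 0% = DMSO-treated cells and -100% = media-only wells without cells; nearly all actives have a fitted effect of over 55% in size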
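Read-out is CellTiter-Glo luminescence after 10 minutes at room temperature, following 48 hours' compound treatment of HT-1080-NT cells (750 cells/well, RPMI, 5% FBS, 37 degrees C).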
TDP-43 yeast inh: TDP-43 toxicity inhibition in yeast; actives 1.8% (n = 410,000); TDP-43 expressing yeast growth rescue, BacTiter-Glo, 24 h; Potency, µM (series often up to 46.1 µM), for inactives: at the top dose growth rescue (activation), most hits filed as activators; note: % of control where 0% means no effect; nearly all actives have a fitted effect of over 50% in size
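Yeast cells expressing TDP-43 under galactose induction are exposed to compounds for 24 hr at 30 deg C. BacTiter-Glo luminescence measures growth, so protective compounds score as activators.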
HT1080 IDH1KD tx: toxicity to HT-1080 IDH1 knockdown cells (counter line). HT-1080 IDH1 knockdown viability, ATP luminescence, 48 h. Potency, µM (top dose mostly 46.1 µM), inactives show at the top dose activity, negative = toxicity, hits mostly cytotoxic. actives 2% (n = 360,000);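 note: 0% = DMSO wells and -100% = cell-free medium wells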
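IDH1KD HT-1080 cells, 750/well, RPMI + 5% FBS; compound pinned after 2 h settling; 48 h, 37 °C; CellTiter-Glo luminescence; % activity normalised to DMSO and no-cell wells; curves fitted, classed by r2 and efficacy.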
KB-3-1 tox: kills parental KB-3-1 adenocarcinoma cells | Potency, µM (doses to about 46.1 µM), for the others: at the highest dose activity change, negative = cytotoxic, most hits filed as cytotoxic | AID 1347075 | actives 1.4% (n = 400,000) | KB-3-1 viability, CellTiter-Glo ATP luminescence, 72 h; note: % is set by controls: 0 for no effect and ±100 for the full control effect; nearly all actives have a fitted effect of over 60% in size
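Luminescent ATP read-out (CellTiter-Glo) measures survival of drug-naive KB-3-1 cells after 72 h compound exposure at 37 °C. Titration series was screened from lowest to highest concentration, with DMSO vehicle plates as background controls.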
The depositor's hits bear a star; u = inconclusive; x = not tested or not shown; [ ] = dose if it differs, or a comment. Calls come from the whole dose curve; as a rule, active = well fitted curve in the direction sought with a large enough effect; inconclusive = small, poorly fitted or top-dose-only effect, or another doubt; inactive = no such curve, though single readings can be large; an effect the other way counts as inactive or inconclusive. Potency is the fitted concentration of half-maximal effect.

Molecule	KB-V1 cytotox	GLP1R cytotox	GLP-1R agonist	GLP-1R inv ag	SW480 rerep	HT1080NT lethal	TDP-43 yeast inh	HT1080 IDH1KD tx	KB-3-1 tox
CC[C@@]1(C(=O)OC)N[C@H](CN(C)S(=O)(=O)c2ccc(-c3ccccc3)cc2)[C@@H]2C(=O)N(Cc3ccccc3)C(=O)[C@@H]21	-4%	7%	-2%	8%	-6%	9%	-8%	2%	-27%
O=C(O)/C=C/C(=O)N(Cc1ccccc1)Cc1ccco1	-1%	-3%	0%	3%	2%	5%	-6%	2%	-3%
Cc1ccc(NC(=O)[C@@H]2O[C@H](CO)[C@H](O)[C@H](O)[C@H]2O)cc1C(F)(F)F	4%	-7%	5%	18%	x	u	0%	1%	0%
Cc1ccc(/C=N/N2CCN(C3c4ccccc4-c4ccccc43)CC2)o1	2%	1%	-2%	u	-15%	5%	2%	-12%	3%
CC(=O)c1ccc(-c2ccc(C(=O)NC3CCCCCC3)o2)cc1	-3%	11%	3%	0%	-1%	u	-8%	28%	u
O=C(OCC(=O)N1CCc2ccccc2C1)c1c(F)cccc1Cl	-14%	-10%	4%	u	-3%	11%	u	-1%	-6%
Cc1oncc1C(=O)NC1CCCCC1	0%	19%	1%	21%	-2%	-2%	21%	-2%	-2%
Cc1cccc(-c2nc(CN3CCCC(C(=O)NCCc4ccc(Cl)cc4)C3)c(C)o2)c1 (centres undefined)	-6%	u	x	u	x	x	-18%	x	u
COc1cc(/C=C/C(=O)O)cc(S(=O)(=O)NCc2ccco2)c1OC	u	4%	1%	10%	-1%	8%	-5%	10%	-2%
CCN(CC)S(=O)(=O)c1ccc(-c2nnc(SCC(=O)N3c4ccccc4CC3C)o2)cc1 (centres undefined)	u	0%	19%	0%	5%	-15%	-19%	-2%	6%
Cc1cc2ccccc2n1-c1ccc(C(=O)N2CCCCC2)s1	-15%	-1%	x	u	x	x	u	x	-12%
Cc1ccc2c(c1)N(CCC(=O)NCCCN1CCCC1)C(=O)CO2	8%	5%	5%	0%	-12%	14%	-3%	8%	u
CCN(c1ccc(OC)cc1)S(=O)(=O)c1ccc2[nH]c3c(c2c1)CCCCC3	18µM*	-17%	-3%	u	x	x	14%	x	8.2µM*
CC1=NN(C(=O)c2c(Br)cnn2C)C(O)(C(F)(F)F)C1 (centres undefined)	0%	u	-13%	u	-3%	4%	-6%	14%	6%
CCS(=O)(=O)N1CCN(Cc2c[nH]c3ccccc23)CC1	-20%	-1%[7.66 µM]	-2%	0%[7.66 µM]	-3%	3%	6%	7%	0%
CCCSc1nnc2n(C)c(=O)c3c4c(sc3n12)CCC4	9%	1%	6%	44%[activator]	-13%	-20%	13%	u	14%
Cc1cccc2cc(CN(CC3CCCO3)C(=O)NC3CCCCC3)c(=O)[nH]c12 (centres undefined)	-2%	2%	25%	2%	-13%	5%	-16%	-16%	2%
COc1cccc(-c2cc(C(=O)Nc3cccnc3)no2)c1	u	-39%	0%	u	5%	u	u	12µM*	u
CCOC(=O)c1c(C)n(-c2ccc(OC)cc2)c2c(C/C(C)=N/O)c(Br)c(OC)c(O)c12	21%	0%	12%	0%	-3%	1%	-12%	-1%	-7%
Nc1nnc(SCC(=O)Nc2ccc(N3CCOCC3)c(Cl)c2)s1	-23%	8%	11%	40%[activator]	u	-10%	-8%	-1%	17%
Cc1cc(C)c(C(=O)Nc2ccccc2)c(CC(C)(C)C(=O)O)c1	-6%	13%	-1%	13%	100%	-5%	-23%	-3%	-6%
O=C(Cn1ncc2c1-c1ccccc1OC2)N1CCN(c2ccccc2F)CC1	8%	-8%	x	u	x	x	23%	x	-3%
Cc1cc(=O)oc2cc(OCC(=O)OCc3nnc(-c4ccccc4)o3)ccc12	u	-7%	2%	8%	-3%	9%	-2%	24%	16%
CC(C)Sc1nc2c(c(=O)[nH]1)C(c1cccs1)C1=C(CC(C)(C)CC1=O)N2 (centres undefined)	-4%	-1%	21%	9%	9%	8%	19%	-7%	1%

Rewritten with values under each structure: entries from further up.
Every second line gives: KB-V1 cytotox, GLP1R cytotox, GLP-1R agonist, GLP-1R inv ag, SW480 rerep, HT1080NT lethal, TDP-43 yeast inh, HT1080 IDH1KD tx, KB-3-1 tox
Cc1cccc2cc(CN(CC3CCCO3)C(=O)NC3CCCCC3)c(=O)[nH]c12 (centres undefined)
  -2%, 2%, 25%, 2%, -13%, 5%, -16%, -16%, 2%
COc1cccc(-c2cc(C(=O)Nc3cccnc3)no2)c1
  u, -39%, 0%, u, 5%, u, u, 12µM*, u
CCOC(=O)c1c(C)n(-c2ccc(OC)cc2)c2c(C/C(C)=N/O)c(Br)c(OC)c(O)c12
  21%, 0%, 12%, 0%, -3%, 1%, -12%, -1%, -7%

New compounds follow:
Molecule	KB-V1 cytotox	GLP1R cytotox	GLP-1R agonist	GLP-1R inv ag	SW480 rerep	HT1080NT lethal	TDP-43 yeast inh	HT1080 IDH1KD tx	KB-3-1 tox
COc1cc2c(cc1OC)C1(CCCC1)C(N)=C2C#N	u	-8%	15%	17%	u	-13%	16%	u	u
CCn1nc(C)c(Br)c1-c1nc(-c2ccc(C)cc2)no1	-13%	34%[activator]	3%	2%	-2%	0%	4%	0%	2%
COc1ccc(CN(C)C(=O)c2ccccc2OCc2c(C)noc2C)cc1OC	-28%	-13%	22%	17%	-28%	5%[9.24 µM]	u	0%	0%
COc1ccc(OC)c(CN2CCN(C(=O)c3cccc(S(=O)(=O)Nc4ccc(C)cc4)c3)CC2)c1	-12%	-1%	2%	u	1%	-3%	-3%	-11%	-3%
O=C(COc1ccc(-c2nnco2)cc1)NC1CCCc2ccccc21 (centres undefined)	-16%	-8%	4%	5%	-4%	-6%	20µM*	0%	2%
Cc1c2cnn(CC(=O)NCc3ccc(F)cc3)c(=O)c2c(C)n1Cc1ccccc1F	-13%	1%	x	0%	x	x	22%	x	-10%
Cc1noc(C(=O)Nc2ccc3c(c2)OCO3)c1Cl	2%	-15%	1%	-26%	3%	u	0%	u	0%
c1ccc(-c2cc(-c3nn4c(-c5ccco5)nnc4s3)c3ccccc3n2)cc1	-17%	-18%	0%	2%	u	-22%	-23%	u	-15%
Cn1c(SCC(=O)NC2CCCC2)nnc1-c1cccs1	0%	-4%	1%	15%	-6%	23%	-16%	7%	u
Cn1c(SCC(=O)NCCc2ccccc2)ncc(C(=O)Nc2ccccc2)c1=O	11%	-7%	-2%	-5%	-1%	-1%	2%	1%	26%
COC(C/C=C/[C@H](O)COCc1ccccc1)OC	28%	8%	5%	18%	-4%	11%	7%	6%	2%
CCOc1ccc(-c2cc(CCCC(=O)NCCc3ccc(OC)c(OC)c3OC)no2)cc1	-23%	1%	-1%	38%[activator]	3%	11%	-18%	0%	-1%
CN(C)S(=O)(=O)c1ccc(NC(=O)CN2CCOCC2)cc1	14%	13%	2%	1%	-7%	-11%	12%	5%	5%
CC(C)(C)N1C(=O)[C@H]2[C@@H](c3ccc(Br)cc3)N3C(=O)N(c4cccc(Cl)c4)C(=O)[C@@]3(C)[C@H]2C1=O	u	3%	1%	u	9%	-16%	24%	-10%	-29%
O=C(CCCn1nnc2ccccc2c1=O)N[C@@H](Cc1ccccc1)C(=O)O	10%	-27%	0%	6%	-7%	7%	-13%	-2%	10%
CCC(=O)c1ccc(N2CCN(C(=O)COc3ccc(F)cc3)CC2)c(F)c1	-11%	-4%	2%	u	-7%	-2%	u	-7%	-4%
Cc1ccccc1OCC(=O)OC(C)C(=O)NC1CCCC1 (centres undefined)	u	-12%	1%	11%	-9%	0%	-6%	-2%	3%
O=C(O)CC1Sc2nnc(COc3ccc(Cl)cc3)n2N=C1c1ccccc1 (centres undefined)	-4%	-12%	-1%	12%	-7%	18%	-5%	11%	15%
CN(CC(=O)Nc1ccc(Cl)c(C(F)(F)F)c1)C(=O)c1cc(=O)c2ccccc2o1	-24%	-16%	11%	u	u	u	12%	-13%	u
CC1CCc2cc(F)ccc2N1C(=O)C12CCC(C)(C(=O)O1)C2(C)C (centres undefined)	0%	-3%	10%	u	-35%[inhibitor]	-6%	-14%	-9%	-20%
Cn1c(CN2CCCC2)nc2cc(NS(=O)(=O)c3ccccc3)ccc21	20%	16%	0%	-8%	-3%	0%	-15%	-6%[9.24 µM]	5%
CCC(=O)Oc1ccc2c(C)c(Cl)c(=O)oc2c1	-2%	x	19%	25%	u	3%	-7%	-3%	-10%
Cc1ccc(-c2nc(C(=O)O)cs2)cc1	-5%	21%	2%	3%	-1%	-9%	26%	-1%	-1%
COc1ccc(CCC(=O)N/N=C/c2ccc3c(c2)OCO3)cc1	-1%	2%	13%	5%	-6%	-24%	0%	-17%	7%
CN(C)S(=O)(=O)c1ccc(-c2csnn2)s1	16%	-18%	-6%	8%	-6%	4%	17%	-2%	2%
COCCN1CCC(CNCc2cn(-c3cc(C)ccc3C)nc2-c2ccccc2)C1 (centres undefined)	-23%	u	-1%	2.8µM*	12%	26µM*	-13%	u	-1%
CSc1nc(C)c2c(n1)N(c1ccc(F)cc1)CC2	10%	-5%	1%	24%	-6%	12%	3%	4%	7%
O=C(NCCS(=O)(=O)c1ccc(Br)cc1)c1ccc(Cl)cc1	0%	-16%	6%	u	-16%	1%	-9%	0%	-8%
CN1CCC(N(C)S(=O)(=O)c2ccc(NC(=O)COc3ccc(F)cc3)cc2)CC1	0%	14%	-1%	u	u	1%	9%	-5%	-10%
CCNC(=O)C1(C)CCCN1C(=O)c1cnc2ccccc2n1 (centres undefined)	-11%	11%	-2%	17%	x	25%	-13%	1%	0%
Cc1ccsc1CN(C)C(=O)C(NC(=O)c1cccc(S(=O)(=O)N2CCOCC2)c1)C(C)C (centres undefined)	1%	0%	-3%	-21%	7%	-2%	-2%	-8%	13%
